Screening results deposited in PubChem BioAssay by National Center for Advancing Translational Sciences (NCATS).
KinaseGlo FLuc – blocks Kinase-Glo luciferase, a counter-screen artifact; AID 1379; 200,000 tested, 0.28% active; Kinase-Glo luciferase, ATP luminescence, 8 min; Potency, µM (highest dose often 38.3 µM), inactives show top-dose activity change, negative = inhibition, most hits filed as inhibitors; also: % is scaled to controls: 0 for no effect and ±100 for the full control effect; nearly all actives have a fitted effect of over 60% in size
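Compound is pinned into ATP-containing buffer (10 uM ATP, imidazole pH 7.2, 7 mM MgCl2). Kinase-Glo luciferase reagent is then added. Light output is recorded following an 8-min room-temperature incubation.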
Epigenetic reg – derepresses silenced GFP reporter in murine cells. murine LDR cells, GFP reporter derepression, 30 h. Potency, µM (top dose mostly 53.9 µM), for inactives: top-dose GFP activation, actives largely listed as activators. 280,000 tested, 0.2% active. AID 1865; also: % of control where 0% means no effect; nearly all actives have a fitted effect of over 60% in size
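GFP-positive cell count by laser-scanning cytometry (objects 20–120 um) after 30 h, 37 C compound exposure of murine LDR cells; reporter is CMV-GFP integrated at a silenced locus, inducible by HDAC or DNMT inhibitors.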
IMPase Li cell – cell-permeable IMPase inhibitors with lithium potentiation | CHO-M1 cells, IP1 TR-FRET (IP-One), carbachol + lithium | Potency, µM (doses to about 59.4 µM), for the others: at the highest dose activity, negative = IMPase inhibition, hits mostly inhibitors | 210,000 tested, 0.35% active;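 also: IP1 builds up when IMPase is blocked and the TR-FRET signal falls; plate controls were basal vehicle for no effect and high inhibitor control for full effect; nearly all actives have a fitted effect of over 50% in size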
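Steps: plate 2000 CHO-M1 cells per well and culture 16–30 h; add compound and lithium; incubate 30 min, 37C; add d2-IP1 tracer and Eu cryptate anti-IP1 antibody in lysis buffer; read after 10 min at room temperature.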
NPSR antag – blocks cAMP signaling of the human neuropeptide S receptor; 220,000 tested, 1% active; Potency, µM (series often up to 38.3 µM), for the others: at the top dose activity change, negative = inhibition, usual class: inhibitors; CHO-NPSR cells, cAMP TR-FRET, antagonist mode; AID 1461; Q6W5P4; also: % is scaled to controls: 0 for no effect and ±100 for the full control effect; nearly all actives have a fitted effect of over 50% in size; many of its hits are not listed in these tables
Target sequence (Q6W5P4 whole entry, looked up): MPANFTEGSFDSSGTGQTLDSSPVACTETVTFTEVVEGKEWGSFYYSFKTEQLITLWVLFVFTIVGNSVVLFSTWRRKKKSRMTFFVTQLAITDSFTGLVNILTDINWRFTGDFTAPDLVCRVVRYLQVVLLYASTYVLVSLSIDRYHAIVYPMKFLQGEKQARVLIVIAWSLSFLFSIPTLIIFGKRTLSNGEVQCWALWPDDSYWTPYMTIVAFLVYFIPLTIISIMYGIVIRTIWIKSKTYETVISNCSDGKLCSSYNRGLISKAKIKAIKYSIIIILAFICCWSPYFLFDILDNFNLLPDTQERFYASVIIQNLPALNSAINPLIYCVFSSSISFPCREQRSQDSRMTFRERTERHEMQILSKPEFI
GoLoco inh red – RGS12 GoLoco-Gai1 interaction inhibition; P63096; Gai1:RGS12 GoLoco peptide FP, rhodamine, 10 min; Potency, µM (highest dose often 61.6 µM), for inactives: top-dose activity, negative = inhibition, usual class: inhibitors; 230,000 tested, 0.44% active; AID 880; active = well fitted inhibition curve with a large enough effect, not every such curve was filed as active; inactive = no such curve, though single readings can be large or run the other way; also: % is scaled to controls: 0 for no effect and ±100 for the full control effect; nearly all actives have a fitted effect of over 30% in size; many of its hits are not listed in these tables
Target sequence (P63096 whole entry, looked up): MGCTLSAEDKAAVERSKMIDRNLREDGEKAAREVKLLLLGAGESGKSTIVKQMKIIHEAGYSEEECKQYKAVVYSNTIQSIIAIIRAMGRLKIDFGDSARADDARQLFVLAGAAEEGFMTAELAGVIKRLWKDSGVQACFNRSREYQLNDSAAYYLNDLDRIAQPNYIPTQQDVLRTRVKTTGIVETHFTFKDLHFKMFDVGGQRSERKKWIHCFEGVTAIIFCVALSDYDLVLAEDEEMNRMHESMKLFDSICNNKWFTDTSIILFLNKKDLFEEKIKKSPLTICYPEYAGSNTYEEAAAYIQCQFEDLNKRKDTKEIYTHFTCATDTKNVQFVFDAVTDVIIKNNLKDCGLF
JMJD2E inh – inhibitors of human JMJD2E histone demethylase. B2RXH2. JMJD2E catalytic domain, FDH-coupled NADH fluorescence (FDH is formaldehyde dehydrogenase). Potency, µM (top dose mostly 57.1 µM), inactives show at the top dose activity change, negative = inhibition, hits mostly inhibitors. 230,000 tested, 1.6% active. AID 2147; active = well fitted inhibition curve with a large enough effect, not every such curve was filed as active; inconclusive = small, poorly fitted or top-dose-only effect, or another doubt; inactive = no such curve, though single readings can be large or run the other way;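 also: 0% = wells with enzyme and -100% = buffer wells without enzyme; nearly all actives have a fitted effect of over 50% in size; many of its hits are not listed in these tables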
Target sequence (B2RXH2 1-337 limits assumed): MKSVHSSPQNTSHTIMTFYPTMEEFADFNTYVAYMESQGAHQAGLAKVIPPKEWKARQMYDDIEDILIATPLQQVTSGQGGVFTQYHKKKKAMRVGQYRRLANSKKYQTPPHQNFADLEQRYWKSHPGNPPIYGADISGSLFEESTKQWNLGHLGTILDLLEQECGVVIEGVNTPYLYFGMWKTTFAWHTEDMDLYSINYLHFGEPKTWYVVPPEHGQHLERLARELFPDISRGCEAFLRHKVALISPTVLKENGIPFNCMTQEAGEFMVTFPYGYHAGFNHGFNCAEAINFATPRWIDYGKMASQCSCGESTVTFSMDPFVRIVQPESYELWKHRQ
SMN2 splice enh – SMN2 splice variant enhancement | Potency, µM (doses to about 46.1 µM), for inactives: at the highest dose activity change, positive = activation, most hits filed as activators | HEK293 SMN2-luciferase splicing reporter, luminescence, 30-36 h | 210,000 tested, 2.8% active | AID 1458; also: % of control where 0% means no effect; nearly all actives have a fitted effect of over 55% in size
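qHTS luciferase splicing reporter: luminescence rises when SMN2 exon 7 is included in transfected HEK293 cells. Compound exposure lasted 30-36 h at 37C, with 4.5 mM final sodium butyrate as control, followed by a ONE-Glo read.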
RECQ1 inh – inhibitors of human RECQ1 DNA helicase; P46063; RECQ1 DNA unwinding, red fluorescence kinetic read; Potency, µM (titrated, usually from 57.3 µM), without a hit: at the top dose activity, negative = inhibition, actives largely listed as inhibitors; 240,000 tested, 0.54% active;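 also: plate controls were vehicle for no effect and no enzyme for full effect; nearly all actives have a fitted effect of over 30% in size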
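50 nM RECQ1T1 preincubated 15 min with compound in Tris pH 8.0 buffer with MgCl2, DTT, Tween-20 and 2.5 ug/ml poly(dI-dC); started with 200 nM TAMRA/BHQ-2 forked duplex and 2 mM ATP. Unwinding read as fluorescence (525/598 nm), two reads 2 h apart.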
* hit, by the source's call; i = inactive; ? = inconclusive; . = no result given; [ ] = another dose, or the depositor's remark. Unless noted, calls follow the shape of the dose curve; as a rule, active = well fitted curve in the direction sought with a large enough effect; inconclusive = small, poorly fitted or top-dose-only effect, or another doubt; inactive = no such curve, though single readings can be large; an effect the other way counts as inactive or inconclusive. Potency is read from the fitted curve at half-maximal effect.

SMILES | KinaseGlo FLuc | Epigenetic reg | IMPase Li cell | NPSR antag | GoLoco inh red | JMJD2E inh | SMN2 splice enh | RECQ1 inh
COCCCNC(=O)CC(NCCCOC)C(=O)O (stereo not given) | 2% | 2.4% | -2% | 12% | -2% | -1% | 26% | -13%
O=C(CCC1CCCCC1)Nc1c2c(nn1-c1ccc(F)cc1)CS(=O)C2 (stereo not given) | -2% | 0.0% | 30%[activator][38.3 µM] | 8%[46.1 µM] | -6% | -6% | -3% | 4%
O=C(COc1ccc([N+](=O)[O-])cc1)NC(C(=O)O)C(O)c1cccc([N+](=O)[O-])c1 (stereo not given) | -2% | 2.3% | 5% | -14% | 7% | -9% | . | -3%
CCOCCCn1c(C)nc2c(c1=O)c1nc3ccccc3nc1n2CCC1=CCCCC1 | -3% | 0.0% | 15%[38.3 µM] | ? | -2% | ? | -9% | i
CN(C)/N=C/c1ccc(Sc2ccc([N+](=O)[O-])cc2[N+](=O)[O-])o1 | -5% | 0.3% | 5% | -4% | 3% | 2% | -8% | i
O=C1c2ccccc2C(=O)N1Cc1nc(-c2ccccn2)no1 | 1% | -1.1% | -4%[38.3 µM] | 8%[46.1 µM] | 11% | 2% | -13% | 0%
C[C@@H](C(=O)NCc1cccc2ccccc12)[C@H]1C[C@]1(C)[C@H](NC(=O)OCc1ccccc1)c1ccccc1 | 1% | -0.1% | 2% | . | -8% | -11% | -22% | 22%
COc1cccc(Cn2c(=O)c(C)nc3cnc(OCc4ccccc4)nc32)c1 | -2% | . | 6% | . | 15% | . | -16% | -5%
CC(C)c1cccc(C(C)C)c1NC(=O)COc1nncc2ccccc12 | -1% | 0.1% | 5% | -6% | -11% | 9% | 2% | -1%
COc1ccc(CN(Cc2ccc(C(=O)O)cc2)C(=S)Nc2ccc(C)cc2)cc1OC | 1% | -4.1% | 0% | -15% | -8% | -8% | -32%[inhibitor] | -1%
Cc1nc(OCc2ccccc2)c2sc3nc4c(cc3c2n1)COC(C)(C)C4 | 4% | -1.2% | 12%[38.3 µM] | ? | 6% | -22% | -5% | -8%
O=C(NC1CCCC1)C1CCCN1C(=O)Nc1ccccc1 (stereo not given) | -1% | -0.7% | -4%[38.3 µM] | ? | 9% | 4% | 1% | -3%
COC(=O)C1CCN(C(=O)c2ccccc2Oc2ccccc2)CC1 | . | -7.2% | . | -6%[46.1 µM] | . | 7% | . | -5%
COc1ccc(NC(=S)NN(C)C(=S)Nc2ccc(OC)cc2)cc1 | -2% | -9.5% | 0% | -3% | 4% | 0% | -5% | 0%
O=c1c2nnn(-c3ccc(Br)cc3)c2ncn1Cc1ccccn1 | 1% | -1.1% | -7% | 2% | 13% | -11% | -1% | -5%
CCNC(=O)COc1ccc(/C=N/NC(=O)c2cccnc2)cc1OC | 2% | -0.3% | 3% | 2% | 8% | -5% | 9% | i
CNC(=O)NC(=O)COC(=O)CCc1nc(=O)c2ccccc2n1C | -2% | -1.5% | -4% | 14% | 7% | -8% | 10% | 1%
COc1ccc(NC(=O)C2CC2)cc1-n1cnnn1 | 1% | -1.2% | -3%[38.3 µM] | -1%[46.1 µM] | -2% | -13% | 1% | 1%
CSc1ccc(CCNC(=O)C2CCN(c3nnc(-n4cccc4)s3)CC2)cc1 | 4% | 6.7% | -2%[38.3 µM] | -14%[46.1 µM] | 22% | -1% | -12% | -12%
O=C(NCCc1ccccc1)c1cc2ncc(Br)cn2n1 | -2% | 0.0% | 19%[38.3 µM] | -5%[46.1 µM] | 1% | ? | ? | -3%
CCOc1ccccc1NC(=O)COC(=O)CC(NC(N)=O)c1ccc(Cl)cc1 (stereo not given) | -4% | 1.1% | 8% | -11% | -1% | 3% | 2% | 5%
O=C(O)CSc1nnc(-c2cccc(S(=O)(=O)N3CCCCC3)c2)o1 | 3% | -1.4% | -4% | -5% | -6% | -7% | -5% | -11%
COc1ccc(CN2CCn3ncc(C(=O)Nc4cc(C)cc(C)c4)c3C2=O)cc1 | -2% | 0.0% | -8%[38.3 µM] | -10%[46.1 µM] | 26% | ? | -44%[inhibitor] | 3%
CCN1C(=O)CC(N2CCC(C(=O)N3CCCCCC3)CC2)C1=O (stereo not given) | 2% | 1.1% | 3% | 7% | 15% | -26% | -2% | i
Cc1cc(C(C#N)c2cccc(Cl)c2)n2ncnc2n1 (stereo not given) | 0% | 2.6% | 5%[38.3 µM] | -16%[46.1 µM] | 1% | 2% | -22% | i
COc1cc(O)c2c(c1)COC2=O | -2% | 1.3% | 7% | 9% | 6% | ? | ? | 0%
Cc1cc(C)c(NC(=O)c2ccc(S(=O)(=O)N3CCOCC3)cc2)c(C)c1 | -1% | 0.0% | 15%[38.3 µM] | 4%[46.1 µM] | 9% | 10% | -4% | 1%
O=C(c1cc(Cl)nc2ccccc12)N1CCc2ccccc2C1 | -3% | -0.7% | 11% | -19% | 5% | -13% | -5% | -1%
O=C(NCc1ccccc1)c1nc2ccccc2s1 | -2% | 2.6% | 10% | -30% | 10% | -2% | -12% | i
C=CCSC1=N/C(=C\c2ccc3c(c2)OCO3)C(=O)S1 | 1% | -1.0% | 10%[38.3 µM] | -7%[46.1 µM] | 3% | -3% | -6% | i
Cc1cccc(OCC(=O)NCc2cc(C)nc3ccccc23)c1 | 2% | -1.3% | -3% | 8% | 7% | 2% | -47%[inhibitor] | -13%
O=C(O)CN1C(=O)O[C@@H](c2ccccc2)C1=O | -1%[7.66 µM] | . | 3% | . | -1%[14.2 µM] | . | -10%[9.22 µM] | .
CCCCC/C=C\C[C@@H]1O[C@H]1/C=C/C(O)C/C=C\CCCC(=O)O (stereo not given in full) | 0% | -1.1% | 14% | . | 4% | -1% | -4% | i
CCN(CC1COc2ccccc2O1)C(=S)Nc1ccc(F)cc1 (stereo not given) | -4% | -2.4% | 7% | -22% | 7% | -5% | -58%[inhibitor] | -1%
Cc1noc(/C=C/N(C)C)c1S(=O)(=O)N1CCCC(C(=O)NCc2ccc(Cl)cc2)C1 (stereo not given) | 0% | 0.6% | 1%[38.3 µM] | ? | 21% | -14% | -1% | -20%
COc1cc(/C=N/NC(=O)c2cnn3c(C)cc(-c4ccccc4)nc23)ccc1O | 0% | -1.9% | 29%[38.3 µM] | -15%[46.1 µM] | 4% | -5% | -13% | -6%
O=C(OC1CCS(=O)(=O)c2sccc21)c1ccccc1 (stereo not given) | 0% | -1.8% | 5%[38.3 µM] | 3%[46.1 µM] | 0% | 1% | -17% | -4%
S=c1[nH]ncc2ccccc12 | . | -5.3% | . | 4%[46.1 µM] | . | -3% | . | i
CCCn1nnc(NC(=O)c2cc(Br)ccc2OC)n1 | -6% | 0.1% | 9%[38.3 µM] | -15%[46.1 µM] | 4% | -1% | ? | -6%
CC(C)(C)c1ccc(C(=O)Nc2nonc2-c2nc3ccccc3[nH]2)cc1 | -3% | -7.9% | -21%[38.3 µM] | ? | 5% | 3% | -11% | 2%
C=CCNc1nc(=S)[nH]c2cc(OC)c(OC)cc12 | -2% | -0.6% | 1% | 11% | 4% | 2% | 13% | i
CC(Cc1cccs1)NC(=S)Nc1ccc(Cl)cc1 (stereo not given) | 3% | -0.9% | 7% | -22% | 10% | 2% | -8% | -6%
COc1ccc(-c2cc(C(F)(F)F)nc(-n3ccnc3C)n2)cc1 | 3% | 0.0% | 11% | -29%[46.1 µM] | 12% | ? | -20% | -1%
Cc1ccc(C2NC(=O)c3sc(=S)n(-c4ccccc4)c3N2)cc1 (stereo not given) | -1% | 1.1% | 11% | 25% | 8% | -2% | -16% | i
CCC(=O)/C=C1\Sc2ccc(OC)cc2N1CCO | 0% | 0.0% | 4% | 5% | -4% | -2% | -12% | i
O=C(N/N=C/c1ccc([N+](=O)[O-])cc1)c1cc2ccccc2o1 | . | 1.0% | . | -5% | 3% | 1% | . | -3%
O=C(O)c1ccc2c(c1)N(Cc1ccccc1)C(=O)c1ccccc1S2=O (stereo not given) | 3% | -0.8% | 16%[38.3 µM] | 2%[46.1 µM] | 4% | 3% | 7% | -1%
CS(=O)(=O)N(Cc1ccc(Cl)cc1)c1ccc(C(=O)NCCC2=CCCCC2)cc1 | -1% | 7.9% | 41%[activator][38.3 µM] | -19%[46.1 µM] | -4% | 0% | 0% | i

The last 4 records of the section before are carried over, then new ones follow:
SMILES | KinaseGlo FLuc | Epigenetic reg | IMPase Li cell | NPSR antag | GoLoco inh red | JMJD2E inh | SMN2 splice enh | RECQ1 inh
CCC(=O)/C=C1\Sc2ccc(OC)cc2N1CCO | 0% | 0.0% | 4% | 5% | -4% | -2% | -12% | i
O=C(N/N=C/c1ccc([N+](=O)[O-])cc1)c1cc2ccccc2o1 | . | 1.0% | . | -5% | 3% | 1% | . | -3%
O=C(O)c1ccc2c(c1)N(Cc1ccccc1)C(=O)c1ccccc1S2=O (stereo not given) | 3% | -0.8% | 16%[38.3 µM] | 2%[46.1 µM] | 4% | 3% | 7% | -1%
CS(=O)(=O)N(Cc1ccc(Cl)cc1)c1ccc(C(=O)NCCC2=CCCCC2)cc1 | -1% | 7.9% | 41%[activator][38.3 µM] | -19%[46.1 µM] | -4% | 0% | 0% | i
O=C(NC1CCCC1)C(c1ccc(F)cc1)N(Cc1ccc(Cl)cc1)C(=O)CCl (stereo not given) | -2% | 0.0% | 2% | -31% | -11% | -2% | -27% | 3%
CCCN(CCC)C(=O)NC1CC(=O)N(c2ccc(OC)cc2)C1 (stereo not given) | 0% | 0.0% | 0% | 12% | 2% | 5% | 0% | 3%
O=C(Cc1ccc(-n2c(=O)c3ccccc3n(Cc3ccc(F)cc3)c2=O)cc1)NCC1CCCO1 (stereo not given) | 1% | -1.1% | 3% | 4% | 9% | ? | 9% | -6%
COCCN(C(=O)CSc1nncn1-c1ccccc1)c1c(N)n(Cc2ccccc2)c(=O)[nH]c1=O | 1% | 1.1% | 2% | 13% | -9% | 0% | 6% | 12%
Cc1ccc(-n2nc(C)c3c2OC(N)=C(C#N)C3c2ccco2)cc1 (stereo not given) | -11% | 0.1% | 9%[38.3 µM] | -12%[46.1 µM] | -2% | -21% | 15% | -5%

The list is partial, so the mix of outcomes need not match the whole.
